Bioassay records deposited in PubChem BioAssay by several laboratories.
Rad51 HR inh – Rad51 (human) homologous recombination inhibition | hRad51 DNA strand exchange, fluorescence dequenching | inhibition, % at 10 µM | 200,000 compounds, 0.085% hits | Q06609 | AID 1385;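 active means inhibition above 40% at the single screening dose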;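 further: 0% = DMSO control wells and 100% = blanks with heterologous ssDNA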
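material = hRad51 filaments on single-stranded DNA | timing = filaments 15 min 37 °C, then compound 30 min | signal = FRET fluorescence dequenching, excitation 485 nm, emission 520 nm | benchmarks = control wells and blank wells on each plate | evaluation = percent inhibition relative to plate controls and blanks | compound = 10 µM final, single point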
Mdm2 ligase inh – inhibitors of human Mdm2 E3 ubiquitin ligase | AID 1230 | signal enhancement, % at 5 µM | 210,000 compounds, 0.11% hits | cell-based MDM2 ubiquitination luciferase reporter, 2 h; 0 = plate control, 100 = twice control, blank-subtracted | Q00987;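 active means signal enhancement of 30% or more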;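 further: luminescence tracks abundance of the self-degrading MDM2-luciferase fusion protein; higher signal means inhibition of MDM2 E3 ligase activity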
Target sequence (Q00987 whole entry, looked up, the tested form may be a part): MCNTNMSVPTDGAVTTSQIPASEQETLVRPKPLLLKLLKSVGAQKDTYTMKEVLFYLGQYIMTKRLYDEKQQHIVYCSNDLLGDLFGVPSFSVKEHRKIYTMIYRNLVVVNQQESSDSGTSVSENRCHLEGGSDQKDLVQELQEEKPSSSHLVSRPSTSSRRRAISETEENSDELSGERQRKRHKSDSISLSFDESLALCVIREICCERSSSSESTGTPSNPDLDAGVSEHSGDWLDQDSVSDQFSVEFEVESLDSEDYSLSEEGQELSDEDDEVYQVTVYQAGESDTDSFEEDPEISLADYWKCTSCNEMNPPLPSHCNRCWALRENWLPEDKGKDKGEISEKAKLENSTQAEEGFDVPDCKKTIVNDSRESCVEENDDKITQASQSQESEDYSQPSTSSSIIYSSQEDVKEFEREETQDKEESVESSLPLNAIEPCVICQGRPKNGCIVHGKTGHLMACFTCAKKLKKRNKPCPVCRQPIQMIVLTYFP
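Buffer or medium: Cells held in DMEM | Assay system: Stable mammalian line carrying autodegrading MDM2–luciferase fusion reporter | Quantity: 2000 cells/well | Times: 4 h settle plus 2 h compound, 37 °C | Doses: One concentration, 5 µM, with 0.2% DMSO | Technique: Luminescence with SteadyLite reagent, 15 min at room temperature | Benchmarks: Plate controls and plate blanks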
p97 inhibitor – inhibitors of human p97 ATPase; AID 1481; P55072; 220,000 compounds, 0.42% hits; recombinant p97 ATPase, Kinase-Glo ATP luminescence, 3 h; inhibition, % at 8 µM; in the data active means inhibition above about 15%;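 further: 0% = DMSO vehicle and 100% = wells lacking enzyme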
14-3-3 Bad PPI – disrupts binding of bovine 14-3-3 zeta to phospho-Bad peptide; P63103; TR-FRET 14-3-3zeta/Dy647-pBad peptide displacement, 1 h; inhibition, % at 21.7 µM; 220,000 compounds, 0.71% hits; AID 781;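 active means inhibition above about 70%, limit read from the data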;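 further: 0% = full 14-3-3 plus peptide FRET controls and 100% = background without 14-3-3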
Target sequence (P63103 whole entry, looked up): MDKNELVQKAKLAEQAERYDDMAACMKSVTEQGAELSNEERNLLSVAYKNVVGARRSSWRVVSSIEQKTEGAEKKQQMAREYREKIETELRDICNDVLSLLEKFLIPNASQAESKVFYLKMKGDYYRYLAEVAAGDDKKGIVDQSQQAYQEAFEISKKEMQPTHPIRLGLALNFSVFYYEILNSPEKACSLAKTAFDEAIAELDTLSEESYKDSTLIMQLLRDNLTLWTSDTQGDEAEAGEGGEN
FXIa inh – factor XIa (human) inhibition; P03951; purified FXIa, Boc-Glu-Ala-Arg-AMC fluorogenic substrate; inhibition, % at 5 µM; 220,000 compounds, 0.14% hits;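 active means inhibition of at least 40%; inactive means inhibition below 40%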;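 further: fluorescence of freed AMC excited at 355 nm; 0% = enzyme without compound and 100% = no enzyme blank; many of its hits are not listed in these tables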
eIF4E-4G inh – blocks eIF4E binding to eIF4G; TR-FRET eIF4E-eIF4GI(517-606) binding, 2 h; 220,000 compounds, 0.37% hits; inhibition, % at 21.7 µM; P63073+Q04637;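 active means inhibition above about 30%, limit read from the data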;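 further: 0% = full FRET control wells and 100% = background wells lacking eIF4GI fragment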
FXIIa inh – blocks human coagulation factor XIIa protease activity; P00748; purified FXIIa, Boc-QGR-AMC fluorogenic substrate, 2 h; inhibition, % at 5 µM; 220,000 compounds, 0.3% hits; AID 800; in the data active means inhibition above about 40%;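 further: 0% = enzyme with no compound and 100% = blank without enzyme; many of its hits are not listed in these tables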
Wee1 stabilizer – blocks degradation of human Wee1 kinase | P30291 | HeLa Luc-Wee1K328M stability, luciferase luminescence; 100% = proteasome inhibitor MG132 effect | reporter increase, % at 5 µM | 220,000 compounds, 1.2% hits | AID 1321;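 active means activation above the mean of all tested compounds plus 3 SD, set per screening run, cut at about 8.8% in these data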;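 further: cells exposed to compound for 20 h before luminescence read; 0% = DMSO alone and 100% = MG132 at 30 µM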
hK5 inh – blocks human kallikrein 5 protease activity; 210,000 compounds, 0.59% hits; recombinant hK5, fluorogenic AMC substrate cleavage; inhibition, % at 5 µM; AID 873; Q9Y337;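 active means inhibition of 40% or more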;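 further: 0% = enzyme controls without compound and 100% = no-enzyme blanks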
Target sequence (Q9Y337 67-293 limits assumed): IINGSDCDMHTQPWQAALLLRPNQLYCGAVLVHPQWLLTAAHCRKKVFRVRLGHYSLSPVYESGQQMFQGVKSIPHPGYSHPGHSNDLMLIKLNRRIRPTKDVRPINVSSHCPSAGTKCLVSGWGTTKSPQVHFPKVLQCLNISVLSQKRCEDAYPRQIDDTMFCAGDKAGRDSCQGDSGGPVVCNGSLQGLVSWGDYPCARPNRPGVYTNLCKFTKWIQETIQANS
An asterisk follows results filed as active; / = no result given; [ ] = another dose, or the depositor's remark. The order is random (roughly 3.5% active in at least one column).

The first 2 compounds, to show the layout:
SMILES	Rad51 HR inh	Mdm2 ligase inh	p97 inhibitor	14-3-3 Bad PPI	FXIa inh	eIF4E-4G inh	FXIIa inh	Wee1 stabilizer	hK5 inh
Cc1cnccc1CN(C)C(=O)CC1C(=O)NCCN1CC1CCCCC1 (stereo not drawn)	4	19	4	-16	-2	-1	9	1	4
Cc1ccccc1NC(=O)c1c([N+](=O)[O-])c(C(C)(C)C)nn1C	-35	-9	6	6	8	1	21	-1	-5

Main list, from the start:
SMILES	Rad51 HR inh	Mdm2 ligase inh	p97 inhibitor	14-3-3 Bad PPI	FXIa inh	eIF4E-4G inh	FXIIa inh	Wee1 stabilizer	hK5 inh
Cc1cnccc1CN(C)C(=O)CC1C(=O)NCCN1CC1CCCCC1 (stereo not drawn)	4	19	4	-16	-2	-1	9	1	4
Cc1ccccc1NC(=O)c1c([N+](=O)[O-])c(C(C)(C)C)nn1C	-35	-9	6	6	8	1	21	-1	-5
COC(=O)C1CCCN1S(=O)(=O)c1ccc2ccccc2c1 (stereo not drawn)	-3	6	-1	-7	-8	0	2	-2	-5
COC(=O)c1ccc(-c2ncc[nH]2)cc1	6	0	2	-2	5	-5	5	4	-20
CCOc1ccc(-c2ccc(SCC(=O)N3CCOCC3)nn2)cc1	3	-6	-5	0	-7	1	4	2	-1
COCCNS(=O)(=O)c1ccc2c(c1)C(=NO)c1cc(S(=O)(=O)NCCOC)ccc1-2	-7	/	3	-2	0	2	10	-2	-1
Cc1cc(/C=N/NC(=O)c2ccncc2)c(C)n1-c1cccc(C(F)(F)F)c1	-9	-82	-5	-3	17	0	17	-1	6
CCCn1ncc(/C=N/O)c1C	/	-6	0	-2	-1	3	7	-3	-4
CCOC(=O)c1sc(NC(=O)CSc2nncs2)c(C(=O)OCC)c1C	5	-7	-1	-10	-1	-13	8	1	0
c1ccc(C2Nc3ccccc3-c3nc4ccccc4n32)cc1 (stereo not drawn)	4	-19	-2	3	-2	1	-9	15*	-3
Cc1nn(-c2ccccc2)c2c1P(=O)(O)/C(=C1\N(C)c3ccccc3C1(C)C)C=N2	3	-15	9	0	-5	1	-11	1	2
CN1CCC(=NNC(=O)CSc2ccc(Cl)cc2)CC1	-34	-3	0	-14	-2	0	9	2	-7
CCOC(=O)[C@@H]1CCN(Cc2ccccc2)C[C@H]1c1ccccc1	6	-92	-1	-4	2	0	7	3	4
C=CCn1c(C)c(C(C)=O)c(N2CCN(C(c3ccccc3)c3ccccc3)CC2)nc1=S	-5	-9	-3	0	-7	1	9	1	0
O=C(O)c1ccc(NS(=O)(=O)c2ccc(Cl)c(Cl)c2)cc1O	-15	-23	2	60[fluorescence artefact?]	-6	2[fluorescence artefact?]	6	-1	-23
COCCn1c(SCC#N)nnc1-c1ccccc1	-4	-21	6	0	-4	12	5	0	-7
CCOC(=O)c1c(NC(=O)COC(=O)c2nc(Cl)ccc2Cl)sc2c1CCC2	4	-8	3	-19[fluorescence artefact?]	4	7	18	4	-12
Cc1ccc2nc3nc(NCC4CCCO4)c(C(=O)NC4CCCC4)cc3c(=O)n2c1 (stereo not drawn)	-8	-18	2	1	-7	0[fluorescence artefact?]	-18	2	-105
CCN(CC)Cc1c(O)c(Cl)cc2c3c(c(=O)oc12)CCCC3	-2	-21	-6	-6	-26	11[fluorescence artefact?]	-35	0	-373
CCC(C)c1ccccc1NC(=O)CN1CCN(C/C=C/c2ccccc2)CC1 (stereo not drawn)	2	-11	-5	0	0	0	-2	5	-17

A section taken from the entries so far, as a working copy:
SMILES	Rad51 HR inh	Mdm2 ligase inh	p97 inhibitor	14-3-3 Bad PPI	FXIa inh	eIF4E-4G inh	FXIIa inh	Wee1 stabilizer	hK5 inh
Cc1cnccc1CN(C)C(=O)CC1C(=O)NCCN1CC1CCCCC1 (stereo not drawn)	4	19	4	-16	-2	-1	9	1	4
Cc1ccccc1NC(=O)c1c([N+](=O)[O-])c(C(C)(C)C)nn1C	-35	-9	6	6	8	1	21	-1	-5
COC(=O)C1CCCN1S(=O)(=O)c1ccc2ccccc2c1 (stereo not drawn)	-3	6	-1	-7	-8	0	2	-2	-5
COC(=O)c1ccc(-c2ncc[nH]2)cc1	6	0	2	-2	5	-5	5	4	-20
CCOc1ccc(-c2ccc(SCC(=O)N3CCOCC3)nn2)cc1	3	-6	-5	0	-7	1	4	2	-1
COCCNS(=O)(=O)c1ccc2c(c1)C(=NO)c1cc(S(=O)(=O)NCCOC)ccc1-2	-7	/	3	-2	0	2	10	-2	-1
Cc1cc(/C=N/NC(=O)c2ccncc2)c(C)n1-c1cccc(C(F)(F)F)c1	-9	-82	-5	-3	17	0	17	-1	6
CCCn1ncc(/C=N/O)c1C	/	-6	0	-2	-1	3	7	-3	-4
CCOC(=O)c1sc(NC(=O)CSc2nncs2)c(C(=O)OCC)c1C	5	-7	-1	-10	-1	-13	8	1	0
c1ccc(C2Nc3ccccc3-c3nc4ccccc4n32)cc1 (stereo not drawn)	4	-19	-2	3	-2	1	-9	15*	-3
Cc1nn(-c2ccccc2)c2c1P(=O)(O)/C(=C1\N(C)c3ccccc3C1(C)C)C=N2	3	-15	9	0	-5	1	-11	1	2
CN1CCC(=NNC(=O)CSc2ccc(Cl)cc2)CC1	-34	-3	0	-14	-2	0	9	2	-7
CCOC(=O)[C@@H]1CCN(Cc2ccccc2)C[C@H]1c1ccccc1	6	-92	-1	-4	2	0	7	3	4
C=CCn1c(C)c(C(C)=O)c(N2CCN(C(c3ccccc3)c3ccccc3)CC2)nc1=S	-5	-9	-3	0	-7	1	9	1	0
O=C(O)c1ccc(NS(=O)(=O)c2ccc(Cl)c(Cl)c2)cc1O	-15	-23	2	60[fluorescence artefact?]	-6	2[fluorescence artefact?]	6	-1	-23
COCCn1c(SCC#N)nnc1-c1ccccc1	-4	-21	6	0	-4	12	5	0	-7
CCOC(=O)c1c(NC(=O)COC(=O)c2nc(Cl)ccc2Cl)sc2c1CCC2	4	-8	3	-19[fluorescence artefact?]	4	7	18	4	-12

More compounds follow:
SMILES	Rad51 HR inh	Mdm2 ligase inh	p97 inhibitor	14-3-3 Bad PPI	FXIa inh	eIF4E-4G inh	FXIIa inh	Wee1 stabilizer	hK5 inh
COC(=O)CSc1cc(C(=O)c2nccn2C)c2ccccc2n1	-7	1	2	-2	-10	11	7	0	0
C=CCNC(=S)NNC(=O)CSc1nc2ccccc2s1	/	-6	5	-3	6	8	9	-2	-67
CN(C)CCCN1c2ccccc2CCc2ccc(Cl)cc21	-9	/	0	6	11	3	9	-1	-7
Cc1ccc(N(CC(=O)NCCSCc2ccco2)S(C)(=O)=O)cc1	3	-5	-3	-13[fluorescence artefact?]	-7	3	-7	4	-2
CCN(CC)CCNC(=O)c1nn(-c2ccc(C)cc2)c(=O)c2c1c1ccccc1n2C	3	-10	2	7	7	-2	20	-2	-10
CCOc1cc(-c2nc(-c3ccccc3OC)no2)cc(OCC)c1OCC	-2	-3	0	/	-1	/	6	14*	-3
COc1ccc(S(=O)(=O)N2CCOCC2)cc1Br	5	-8	0	2	-6	3	-2	2	3
COc1ccc(C2CC(c3ccccc3)=NN2C(=O)COC(=O)CNC(=O)c2ccccc2)cc1 (stereo not drawn)	11	12	2	-9[fluorescence artefact?]	18	0	11	-1	-8
O=C(Nc1cccc(C(=O)N2CCCC2)c1)c1ccccc1	0	-3	0	1	18	2	16	2	-3
CCO[C@H]1OC(C(=O)N2CCOCC2)=C[C@@H](C)[C@@H]1CCCO	5	/	-2	2	-5	2	-1	1	-9
Cc1cccc(C(=O)NC(=S)Nc2ccc(S(=O)(=O)N3CCCCC3)cc2)c1	9	-18	-7	-10[fluorescence artefact?]	-6	-5[fluorescence artefact?]	8	0	0
O=Nc1c(-c2ccccc2)cc2ccccn12	12	-1	5	-14	-2	1	4	1	0
O=C(NCc1ccco1)C(=O)NCC1OCCCN1S(=O)(=O)c1ccc(F)cc1 (stereo not drawn)	-4	-3	3	-10	-2	0	9	1	2
CC1=CC(C)(C)N2C(=O)C3(C(C#N)=C(N)Oc4cc(O)ccc43)c3cccc1c32 (stereo not drawn)	2	10	-4	-15	8	0	-6	1	-15
O=C(O)CCc1ccc(-c2cccs2)n1NC(=O)c1ccc(Cl)cc1Cl	1	0	-2	-7	-2	-4	10	-1	-14
CC(CNc1ccc([N+](=O)[O-])cc1)NC(=O)c1ccccc1Br (stereo not drawn)	5	0	4	-3	-7	6	0	0	-2
O=C(O)/C=C/c1ccc(OCc2cccc(F)c2)cc1	5	2	3	-15	1	-2	11	1	2
CC(NC(=O)COC(=O)CCc1ccccc1)c1ccccc1 (stereo not drawn)	1	-12	2	-18	8	-3	2	-1	-20
Cc1ccc2c(c1)nnn2C1CCN(CC(=O)NCc2ccccc2F)CC1	-9	-21	0	-11	1	6	5	2	0
COc1ccc(CNC(=O)CN(CCC(C)C)S(=O)(=O)c2ccc3c(c2)OCCO3)cc1	-10	8	-3	12[fluorescence artefact?]	8	0	10	-4	-13
CCCCCC(=O)NNC(=O)c1ccc(-c2ccccc2)cc1	0	-13	4	-2	0	-5	-9	0	-11
COCc1nnc(NC(=O)c2ccccc2Oc2ccccc2)s1	29	-18	5	-12	0	-1	6	2	-5
Cc1nc(C(=O)NC2CC2)sc1C1(C)CC(c2cccc([N+](=O)[O-])c2)=NO1 (stereo not drawn)	12	2	/	0	2	-4	10	/	3
COc1ccccc1OCC(=O)Nc1oc(-c2ccccc2)c(-c2ccccc2)c1C#N	-8	-11	-2	-3	-1	1	6	2	-13
CCCC(CCC)C(=O)NNc1cc(=O)c2c(=O)n(C)c(=O)n(C)c2[nH]1	/	-32	1	7	-5	-1	13	-2	-3
COc1ccc(-c2cn3cccnc3n2)cc1NC(=O)C1CCCC1	-6	-29	3	4	6	8	15	-1	-13
